RPL19A-GFP yeast – RPL19A-GFP expression modulators in yeast, primary screen, cell-based, S. cerevisiae, multiplex flow cytometry, MLPCN. actives 0.3% (n = 330,000). percent response vs DMSO, % at 10 µM. AID 2025, 2009. S. cerevisiae RPL19A-GFP strain, 3 h; hits give low values;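 active means percent response vs DMSO below 50%; inconclusive means fewer than 70 events counted for the yeast strain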;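 further: median channel GFP fluorescence of the barcoded RPL19A-GFP strain; ratio of sample median GFP to plate DMSO average so 100% = DMSO; lower means less RPL19A-GFP as with rapamycin TOR inhibition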
GRK2 aptamer HTS – compounds blocking aptamer binding on GRK2 – biochemical, human GRK2, bead flow cytometry, HTS, primary screen; Beta-adrenergic receptor kinase 1 (Homo sapiens), P25098; FAM-aptamer displacement from GRK2; inhibition of aptamer binding, % at 10 µM; actives 0.59% (n = 330,000); AID 488847, 2010;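 active means inhibition of aptamer binding above 40%, roughly 3 SD of noise, on plates passing a quality check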;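 further: median bead fluorescence of bound FAM aptamer so fluorescent compounds give negative values; no value below 0 was filed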
Target sequence (P25098 whole entry, looked up): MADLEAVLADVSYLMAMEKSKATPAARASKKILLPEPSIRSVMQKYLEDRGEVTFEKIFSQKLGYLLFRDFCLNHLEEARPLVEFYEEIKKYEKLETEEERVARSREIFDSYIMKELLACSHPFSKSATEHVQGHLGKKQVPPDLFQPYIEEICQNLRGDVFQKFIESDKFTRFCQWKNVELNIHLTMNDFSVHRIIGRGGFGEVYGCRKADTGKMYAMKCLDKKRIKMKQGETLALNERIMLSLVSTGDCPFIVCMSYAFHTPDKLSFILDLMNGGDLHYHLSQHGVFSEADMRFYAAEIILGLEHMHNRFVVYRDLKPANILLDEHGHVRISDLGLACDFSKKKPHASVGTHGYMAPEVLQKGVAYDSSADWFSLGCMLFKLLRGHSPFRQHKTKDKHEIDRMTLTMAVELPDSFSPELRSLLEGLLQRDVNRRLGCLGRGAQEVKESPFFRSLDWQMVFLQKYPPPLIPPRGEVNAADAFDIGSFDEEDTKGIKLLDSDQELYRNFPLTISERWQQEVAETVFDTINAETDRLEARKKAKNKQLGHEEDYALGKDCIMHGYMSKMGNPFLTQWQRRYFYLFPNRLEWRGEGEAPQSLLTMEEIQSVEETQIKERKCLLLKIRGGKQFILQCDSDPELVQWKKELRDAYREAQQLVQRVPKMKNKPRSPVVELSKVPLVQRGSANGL
AGP1-GFP MLPCN – modulators of AGP1-GFP expression in yeast TOR pathway, primary screen, cell-based, multiplex flow cytometry, S. cerevisiae, MLPCN library | 3 h; GFP as percent of DMSO wells | GFP response vs DMSO, % at 10 µM | actives 0.02% (n = 320,000) | AID 2066, 2009;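 active means GFP response relative to DMSO above a set limit, near screen average plus 3 SD, cut at about 150% in these data; inconclusive means fewer than 70 cells counted for the yeast strain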;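 further: median GFP channel fluorescence of the gated AGP1 strain per well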
LAP4-GFP MLPCN – modulators of LAP4-GFP expression in yeast, primary screen, S. cerevisiae, multiplex flow cytometry, MLPCN library; 3 h; median GFP as percent of DMSO wells; GFP response vs DMSO, % at 10 µM; actives 0.34% (n = 320,000); AID 2023, 2009;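 active means GFP response vs DMSO above a set limit, about the screen mean plus 3 SD, cut at about 150% in these data; inconclusive means under 70 cell events counted for the yeast strain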
VLA-4 inh – inhibition in human VLA-4 binding assay, primary screen, VLA-4 allosteric modulator project, MLPCN library, flow cytometry, VLA-4 expressing cells; Integrin alpha-4 (Homo sapiens), P13612; ligand binding flow cytometry; inhibition, % (about 7 µM as worked out from the volumes in the protocol); actives 0.2% (n = 330,000); AID 2557, 2010; in the data active means inhibition above about 50%
MEP2-GFP yeast – modulators of MEP2-GFP levels in yeast, primary screen, S. cerevisiae, multiplex flow cytometry, MLPCN library. S. cerevisiae MEP2-GFP strain, 3 h; 100% = DMSO control level. GFP response vs DMSO, % at 10 µM. actives 0.51% (n = 330,000). AID 2016, 2009;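 active means GFP response versus DMSO above a set limit, roughly screen mean plus 3 SD, cut at about 180% in these data; inconclusive means fewer than 70 cells counted for a yeast strain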;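 further: median GFP fluorescence of the barcode-gated MEP2-GFP cells per well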
CIT2 TOR yeast – modulators of CIT2-GFP expression in yeast, primary screen, S. cerevisiae, GFP fusion, multiplex flow cytometry, MLPCN library; actives 0.065% (n = 320,000); S. cerevisiae CIT2-GFP strain, 3 h; 100 means same as DMSO wells; GFP response vs DMSO, % at 10 µM;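 active means GFP response relative to DMSO above a set limit, near the screen mean plus 3 SD, cut at about 150% in these data; inconclusive means Fewer than 70 cells measured for a yeast strain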;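 further: ratio of well median GFP fluorescence to mean of DMSO wells on the plate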
JMJD2C inh – inhibitors of GASC-1 histone demethylase, primary screen, biochemical, fluorescence, DELFIA europium; GST-JMJD2C(1-420) H3K9me3 demethylation; inhibition, % at 2.35 µM; actives 0.069% (n = 330,000); Lysine-specific demethylase 4C (Homo sapiens), Q9H3R0;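 active means more than half of a compound's replicate wells show inhibition beyond 50%, single wells judged on their own value; inconclusive means some, but no more than half, of replicates pass 50% inhibition; inactive means no replicate passes 50% inhibition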;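 further: signal counts dimethyl H3K9 product captured on neutravidin plate; 0% = median of DMSO wells and 100% = 0.3 times that DMSO median; strong numbers were not always called active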
Target sequence (Q9H3R0 1-420 limits assumed): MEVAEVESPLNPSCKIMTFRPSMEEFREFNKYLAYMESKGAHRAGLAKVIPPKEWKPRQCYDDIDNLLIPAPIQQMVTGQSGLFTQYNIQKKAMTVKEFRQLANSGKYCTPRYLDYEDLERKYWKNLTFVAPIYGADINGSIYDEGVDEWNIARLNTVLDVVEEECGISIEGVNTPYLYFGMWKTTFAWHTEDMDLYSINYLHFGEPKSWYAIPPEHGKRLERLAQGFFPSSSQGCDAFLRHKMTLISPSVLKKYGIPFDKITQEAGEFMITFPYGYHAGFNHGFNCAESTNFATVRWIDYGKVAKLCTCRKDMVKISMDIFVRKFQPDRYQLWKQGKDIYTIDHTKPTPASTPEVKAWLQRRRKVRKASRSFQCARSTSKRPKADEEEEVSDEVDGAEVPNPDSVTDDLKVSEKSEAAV
* = called active by the depositor; u = inconclusive; x = no result given; & = joins results of further samples; [ ] = another dose, or the depositor's remark.

SMILES	RPL19A-GFP yeast	GRK2 aptamer HTS	AGP1-GFP MLPCN	LAP4-GFP MLPCN	VLA-4 inh	MEP2-GFP yeast	CIT2 TOR yeast	JMJD2C inh
Cc1cc(C)nc(N/N=C/c2ccc([N+](=O)[O-])o2)n1	103	0	103	99	-12	103	104	-3
O=C(CS(=O)(=O)c1ccccc1)Nc1nc(-c2ccccc2)cs1	94	4	93	99	6	95	90	-2
O=C(CCN1C(=O)/C(=C/c2cccs2)SC1=S)N1CCCCC1	105	17	94	96	3	105	90	2
CCOc1ccccc1CN1CCNC(=O)C1CC(=O)NC1CCCCCC1 (stereo unspecified)	99	0	97	87	9	98	93	7
CCCC(c1nnnn1C(C)(C)CC)N(CCCO)Cc1cc2cc(C)cc(C)c2[nH]c1=O (stereo unspecified)	106	0	110	103	18	102	105	-10&-1
CC(=O)N1CCCN(Cc2nc(C3(c4ccc(C)cc4)CCCC3)no2)CC1	101	2	125	115	0	106	117	-5
Cc1cc(=O)oc2c(CN3CC(C)OC(C)C3)c(O)c(Cl)cc12 (stereo unspecified)	102	2	106	105	-1	101	103	10
CN(C(=O)CN1C(=O)/C(=C/c2ccccc2F)SC1=S)C1CCS(=O)(=O)C1 (stereo unspecified)	102	1	106	92	-2	101	104	8
Cc1cc2nc(CCl)cc(=O)n2[nH]1	103	0	103	99	9	100	91	-8
CCc1nc2ccc(C(=O)N(CC)CC(=O)Nc3c(F)cccc3F)cc2nc1CC	95	0	87	92	14	92	79	4
Cc1ccc(CNC(=O)CCc2ccc(S(=O)(=O)NCC(C)C)cc2)cc1	109	4	101	100	0	108	91	-4
O=C(CCS(=O)(=O)c1ccccc1)Nc1ccccn1	104	76*	98	93	-12	96	107	-4
COc1cccc(C(=O)NCC(=O)N2CCC(C)CC2)c1	45*[may fluoresce violet]	9	22[may fluoresce violet]	95[may fluoresce violet]	14	184*[may fluoresce violet]	u	4
CCN1CCc2nc3ccccc3c(C(=O)Nc3ccc(C#N)cc3)c2C1	96	0	93	99	5	89	88	21
COc1cc2c(cc1OC)C(C(=O)N1CCN(c3ccccn3)CC1)C(c1cccs1)N(C)C2=O (stereo unspecified)	98	3	104	96	11	101	102	-3
O=C1Cc2ccccc2C(c2ccc(Cl)cc2)N1 (stereo unspecified)	97	1	102	101	-16	104	105	-1
COc1ccc2c(c1)nc(SCC(O)c1ccccc1)n2C (stereo unspecified)	98	1	100	101	7	99	100	100
O=C(Cc1ccc(Cl)cc1)Nc1ccccn1	102	2	93	87	10	107	94	20
CN(C)c1ccc(C2NCCS2)cc1 (stereo unspecified)	94	0	90	110	-2	91	100	-7
Cc1ccc(C(OC(=O)c2ccco2)C(=O)NCc2cccs2)cc1 (stereo unspecified)	99	2	103	101	16	103	92	-3
COc1ccc(S(=O)(=O)N2CCOCC2)cc1NC(=O)COC(=O)c1ccc([N+](=O)[O-])s1	105	0	112	125	2	108	108	3
CC1(C)CC(=O)C=C(Nc2cccc(O)c2)C1	103	0	101	103	0	101	105	-22
CCOC(=O)C1(Cc2cccc(OC)c2)CCCN(C(=O)CNC(C)=O)C1 (stereo unspecified)	97	1	96	94	-8	95	97	-47
N#CC1(c2ccccc2)CCCN1C(=O)c1ccccc1Br (stereo unspecified)	100	1	103	103	16	103	115	15
CN1C(CC(=O)c2ccccc2)CCCC1CC(O)c1ccccc1 (stereo unspecified)	98	2	100	105	-20	98	102	5
O=C(O)c1cc(NCc2c(F)cccc2Cl)ccc1N1CCOCC1	99	1	103	98	15	99	93	0
CCOC(=O)/C(=N\Nc1ccccc1Cl)N(C)C1CCS(=O)(=O)C1 (stereo unspecified)	98	0	102	96	-5	102	102	-1
COCC(=O)N/N=C\c1ccccc1OC/C=C/c1ccccc1	103	0	95	102	4	104	91	-5
Cc1ccccc1NC(=O)c1ccc(NC(=O)C2CCCO2)cc1 (stereo unspecified)	106	1	106	119	1	104	101	18
N#Cc1c(NC(=O)Cn2c(=O)oc3ccccc32)oc(-c2ccccc2)c1-c1ccccc1	100	1	107	101	-6	96	101	2
Cc1noc(C)c1C(=O)OCC(=O)c1ccc[nH]1	105	1	109	92	34	97	108	11
Cc1ccc(-c2onc3ccc(Cl)cc23)cc1	107	0	103	99	22	110	103	0
COCCn1c(SCC(=O)NC(C)c2ccccc2)nc2ccccc21 (stereo unspecified)	97	0	99	98	1	92	96	-4
CC(C)CC(=O)c1c[nH]c(C(=O)NCc2cccnc2)c1	103	2	111	102	-3	102	107	17
CC(C)Sc1nc(SCC(=O)O)c2c3c(sc2n1)COC(C)(C)C3	98	1	102	97	-6	88	74	-7
CC(/C=C/c1ccccc1)=N/NC(=O)CNC(=O)c1ccccc1F	100	0	98	98	-12	101	104	-19
CNC(=O)C1=C(C)Nc2nc3ccccc3n2C1c1cccc(OC)c1 (stereo unspecified)	97	0	96	107	35	93	90	-10
O=C(COC(=O)Cn1nnc(-c2ccccc2)n1)Nc1ccccc1Br	106	2	106	110	2	106	113	4
COc1ccc(-c2nnc(SC(C)C(=O)Nc3nccs3)n2-c2ccccc2)cc1OC (stereo unspecified)	88	0	u	80	12	94	84	25&-5
O=C(CSc1nnc(Cc2cc(=O)[nH]c(=O)[nH]2)n1-c1ccc(F)cc1)N1CCCCC1	99	0	101	101	18	106	96	6

An excerpt from above in order of count of non-hydrogen atoms, falling.
SMILES	RPL19A-GFP yeast	GRK2 aptamer HTS	AGP1-GFP MLPCN	LAP4-GFP MLPCN	VLA-4 inh	MEP2-GFP yeast	CIT2 TOR yeast	JMJD2C inh
COc1ccc(-c2nnc(SC(C)C(=O)Nc3nccs3)n2-c2ccccc2)cc1OC (stereo unspecified)	88	0	u	80	12	94	84	25&-5
O=C(CSc1nnc(Cc2cc(=O)[nH]c(=O)[nH]2)n1-c1ccc(F)cc1)N1CCCCC1	99	0	101	101	18	106	96	6
COCCn1c(SCC(=O)NC(C)c2ccccc2)nc2ccccc21 (stereo unspecified)	97	0	99	98	1	92	96	-4

Next section
SMILES	RPL19A-GFP yeast	GRK2 aptamer HTS	AGP1-GFP MLPCN	LAP4-GFP MLPCN	VLA-4 inh	MEP2-GFP yeast	CIT2 TOR yeast	JMJD2C inh
CCSC(=O)N(CC)CC(=O)Nc1c(CC)cccc1CC	97	2	97	102	12	100	98	-2
CCC(C)c1ccc(NC(=S)N2CCN(C(=O)C3CCCO3)CC2)cc1 (stereo unspecified)	91	74*	86	86	9	87	87	5
CC(C)(C)Nc1nc(C(N)=O)nc(N2CCOCC2)n1	100	0	102	98	-9	98	104	13&-4
Cc1cc(/C(N)=N/OC(=O)c2ccccc2Cl)no1	91	0	85	118	-12	87	83	x
CCn1c(O)c(/C=C/C=C/C=Nc2ccccc2)sc1=S	100	0	100	102	-176	100	102	2
CC(Nc1cccc2ccccc12)C(=O)N/N=C/c1ccc([N+](=O)[O-])cc1 (stereo unspecified)	104	0	105	95	13	100	104	-5
O=C(NC1CCCCC1)c1ccc(Cn2cc(Br)cn2)o1	102	0	112	99	-4	107	109	-11
COCCN1CCN(Cc2cn(C)nc2-c2cccc(Cl)c2)CC1	101	0	93	100	13	104	96	-12
COc1ccc(F)cc1S(=O)(=O)Nc1cccc(C(=O)O)c1	105	6	100	105	0	102	97	-6
N#Cc1ccccc1CSC1=NCCS1	106	0	99	93	7	98	98	7
CC(C)(CN1CCCC1)NS(=O)(=O)c1ccc(Cl)cc1	102	0	108	98	10	97	97	4
Cn1c(=O)c(C(=O)NCCO)c(O)c2ccccc21	101	1	105	97	8	103	92	4
Cc1cc(=O)n(CC(C)O)c(O)c1C#N (stereo unspecified)	92	2	97	97	8	99	105	17
Cc1cccc(NC(=O)CNC(=O)c2ccccc2Cl)n1	104	0	95	102	-2	102	92	-12
COc1cccc(CNC(=O)CCN2C(=O)[C@@H]3Cc4ccccc4CN3C2=O)c1	98	0	96	88	-3	105	118	9
Cn1nnnc1SC1CC(=O)N(c2ccccc2)C1=O (stereo unspecified)	96	3	97	98	20	91	97	-1
Cc1ccccc1-c1nnc(SCC(=O)Nc2cccnc2Cl)o1	92	0	94	86	-6	94	99	-7
COc1ccc(-c2nnc(SCC(=O)NCC3CCCO3)n2C)cc1 (stereo unspecified)	99	0	98	101	7	101	99	4
O=S(=O)(c1ccc(Nc2ccc(-c3ccc4c(c3)OCCO4)nn2)cc1)N1CCCC1	103	5	108	101	6	107	112	-1
O=C(CNC(=O)C(c1ccccc1)c1ccccc1)N/N=C\c1ccc(C(=O)O)cc1	97	0	85	81	4	99	97	14
CCN(CC)C(=O)C(=O)c1cccn1-c1ccc(C#N)cc1	103	5	104	98	-1	104	105	-3
COc1cccc(C(CC(=O)Nc2cccc3ccccc23)NC(=O)c2ccccc2)c1 (stereo unspecified)	100	2	110	100	-4	99	103	-6
O=C(NN=C1CCN(Cc2ccccc2)CC1)c1cccc(S(=O)(=O)Nc2ccccc2Cl)c1	108	0	102	101	-8	112	112	-6
CNc1nc(OCC(F)(F)F)nc(N2CCOCC2)n1	x	1	95	99	12	115	111	-2
CCc1ccc(NC(=O)N(CCN2CCOCC2)C2CCN(C(C)=O)CC2)cc1	115	2	114	113	21	117	110	48
Cn1c(=O)n(C)c2cc(S(=O)(=O)NCCc3ccccc3)ccc21	101	2	100	106	-9	115	102	3
COCCn1c(C)cc(C2=NNC(=Nc3ccccc3)SC2)c1C	98	0	106	100	-8	102	103	2
COc1ccc(/C=C(/C#N)C(=O)Nc2cc(C)ccc2C)cc1C(=O)O	93	2	99	97	-4	102	103	-4
O=C(COC(=O)c1ccccc1F)Nc1cccnc1Cl	95	2	91	96	-9	103	90	-5
c1ccc(N2CCOCC2)c(Nc2nc3ccccc3n3cnnc23)c1	101	0	96	99	-21	93	95	-2
O=C(CN1C(=O)NC2(CCCCCC2)C1=O)Nc1ccc2c(c1)CCC2	96	1	108	104	0	94	95	0
Cc1ccc(NC(=O)N(CCCN2CCOCC2)Cc2cccs2)cc1C	101	0	104	102	-11	110	104	3
COc1ccc(C2=NOC(Cn3nc(C(=O)NCc4cccs4)cc3-c3ccccc3)C2)cc1 (stereo unspecified)	99	0	96	105	-4	102	93	-14
CCN(CC)CCN1C(=O)C(=O)/C(=C(/O)c2c(C)[nH]c(C(=O)OC)c2C)C1c1cccc(OC)c1 (stereo unspecified)	103	0	97	104	-1	103	95	5
O=C1c2ccccc2C(=O)c2c1ccc(C(=O)N1CCCCC1)c2NCCO	102	0	107	96	-2	101	109	-4
Cc1cc(NC(=O)CSc2nc3ccccc3n2CCC#N)no1	92	0	u	85	9	u	83	13
COc1ccc(Cn2nnnc2CN(Cc2cc3cccc(C)c3[nH]c2=O)C2CCCC2)cc1	95	1	97	96	10	95	99	0
CCOC(=O)c1ccccc1NC(=O)Cn1c(=O)n(Cc2ccccc2)c(=O)c2c(C)c(C)sc21	99	0	99	91	14	100	97	-6
Cc1ccc(C(=O)N2CC3(C(C)C)CN(C(=O)c4ccc(C)cc4)CC(C(C)C)(C2)C3=O)cc1	95	2	99	97	-10	107	101	-11
COCCN1C(=O)c2oc3ccccc3c(=O)c2C1c1ccc(OC)c(OC)c1 (stereo unspecified)	100	0	104	99	13	105	101	3

An unsorted share of the library; any-hit rate near 1.7%.
